EBV gp42 block – Epstein-Barr virus gp42 inhibitors, primary screen, biochemical, uHTS, fluorescence polarization; Glycoprotein 42 (Epstein-Barr virus (strain AG876)), Q1HVG2; Fluorescence polarization binding assay, mP read-out; inhibition, % (tested at 21.74 µM); 0.42% of 220,000 active; AID 1085, 2008; in the data active = inhibition above about 50%
Target sequence (Q1HVG2 whole entry, looked up): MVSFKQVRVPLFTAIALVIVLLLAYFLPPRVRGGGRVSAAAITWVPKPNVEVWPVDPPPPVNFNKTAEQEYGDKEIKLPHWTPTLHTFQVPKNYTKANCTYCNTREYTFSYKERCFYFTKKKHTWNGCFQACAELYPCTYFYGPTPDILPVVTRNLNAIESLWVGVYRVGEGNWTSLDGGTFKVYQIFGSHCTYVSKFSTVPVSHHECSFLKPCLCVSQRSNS
p47phox inh – p47phox/p22phox peptide binding inhibitors, primary screen, biochemical, uHTS, NADPH oxidase regulatory subunit; fluorescence polarization, 2 h; Neutrophil cytosol factor 1 (Homo sapiens), P14598; inhibition, % at 24.7 µM; 0.53% of 220,000 active; AID 1274, 2008;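 active = inhibition above about 30%, limit read from the data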;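 also: 0% = p47phox with labelled peptide and 100% = labelled peptide alone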
Tb hexokinase – Trypanosoma brucei hexokinase 1 inhibitors, primary screen, biochemical, G6PDH-coupled NADH absorbance, MLSCN library | hexokinase 1 [Trypanosoma brucei] | recombinant TbHK1, G6PDH-coupled NADH A340 | inhibition, % at 10 µM | 0.11% of 220,000 active | AID 1430, 2008;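 active = inhibition of 50% or more in the single-dose primary screen; inactive = inhibition below 50%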
Runt-CBFb FRET – inhibitors of RUNX1 Runt–CBFb binding, primary screen, biochemical, FRET, Cerulean-Runt, Venus-CBFb, uHTS; Cerulean-Runt/Venus-CBFb FRET ratio 530/480, 1 h; inhibition, % at 20 µM; 0.46% of 220,000 active; AID 1496, 2009;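 active = inhibition over about 50% at 20 µM in the single-dose screen, limit read from the data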;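 also: 0% = DMSO wells and 100% = excess unlabeled CBFb competitor control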
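Assay system: Cerulean-Runt domain fusion protein, energy donor; Signal: fluorescence energy transfer, 422 nm excitation, 530/480 nm emission; Timing: 1 h compound exposure, room temperature; Control set: unlabeled CBFb; Medium: Tris buffer pH 7.5 with salts and BSA; Compound: single test concentration of 20 µM, 1% DMSO final; Probe or stimulus: Venus-CBFb 100 nM.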
14-3-3 Bad inh – inhibitors of 14-3-3 zeta/Bad binding, primary screen, biochemical, TR-FRET, bovine 14-3-3 zeta; TR-FRET 14-3-3zeta/Dy647-pBad peptide displacement, 1 h; 0.71% of 220,000 active; 14-3-3 protein zeta/delta (Bos taurus), P63103; inhibition, % at 21.7 µM;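 active = inhibition above about 70%, limit read from the data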;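 also: 0% = full 14-3-3 plus peptide FRET controls and 100% = background without 14-3-3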
Target sequence (P63103 whole entry, looked up): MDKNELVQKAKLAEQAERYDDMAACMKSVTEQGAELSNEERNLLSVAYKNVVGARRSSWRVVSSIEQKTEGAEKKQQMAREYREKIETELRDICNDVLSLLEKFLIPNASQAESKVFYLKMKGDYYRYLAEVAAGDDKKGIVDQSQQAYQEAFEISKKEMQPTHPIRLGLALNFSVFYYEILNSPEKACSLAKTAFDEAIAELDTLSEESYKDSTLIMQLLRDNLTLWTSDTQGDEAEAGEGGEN
MDM2 E3 inh – MDM2-luciferase reporter signal enhancers, primary screen, MDM2 E3 ligase inhibitor project, cell-based, luminescence, 1536-well; E3 ubiquitin-protein ligase Mdm2 (Homo sapiens), Q00987; cell-based MDM2 ubiquitination luciferase reporter, 2 h; 0 = plate control, 100 = twice control, blank-subtracted; signal enhancement, % at 5 µM; 0.11% of 210,000 active; AID 1230, 2008;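 active = signal enhancement of 30% or more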;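 also: luminescence tracks abundance of the self-degrading MDM2-luciferase fusion protein; higher signal means inhibition of MDM2 E3 ligase activity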
Target sequence (Q00987 whole entry, looked up, the tested form may be a part): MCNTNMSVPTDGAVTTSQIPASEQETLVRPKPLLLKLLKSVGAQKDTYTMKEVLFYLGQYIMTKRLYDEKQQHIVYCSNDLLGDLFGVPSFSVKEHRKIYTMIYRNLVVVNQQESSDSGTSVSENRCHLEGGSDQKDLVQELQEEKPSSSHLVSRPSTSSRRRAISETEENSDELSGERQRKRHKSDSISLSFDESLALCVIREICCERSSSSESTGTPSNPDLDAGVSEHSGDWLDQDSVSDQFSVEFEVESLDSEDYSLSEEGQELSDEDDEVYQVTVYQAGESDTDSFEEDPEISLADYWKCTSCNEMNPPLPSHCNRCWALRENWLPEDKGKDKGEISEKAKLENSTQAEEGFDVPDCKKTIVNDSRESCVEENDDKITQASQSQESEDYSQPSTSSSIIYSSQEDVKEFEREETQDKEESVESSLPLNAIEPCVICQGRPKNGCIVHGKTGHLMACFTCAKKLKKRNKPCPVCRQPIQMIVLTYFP
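Material: stable MDM2–luciferase fusion reporter cells / Quantity: 2000 cells/well / Dosing: single 5 µM compound dose, 0.2% final DMSO / Buffer or medium: DMEM / Schedule: 4 h cell settling then 2 h compound exposure, 37 °C / Detection: luminescence with SteadyLite reagent, 15 min at room temperature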
Hck Nef HTS – inhibitors of Nef-activated human Hck kinase, primary screen, biochemical, Z-Lyte FRET, 384-well, Hck-YEEI. Tyrosine-protein kinase HCK (Homo sapiens), P08631. Recombinant Hck-YEEI plus Nef, Z-Lyte FRET kinase assay. inhibition, % at 20 µM. 0.68% of 220,000 active;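 active = Hck-Nef kinase inhibition above about 50%, limit read from the data; inactive = inhibition below that limit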;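 also: 0% = DMSO with Hck plus Nef and 100% = Hck alone without Nef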
Runt-SMMHC FRET – inhibitors of RUNX1 Runt–CBFb-SMMHC binding, primary screen, biochemical, FRET, Cerulean-Runt, Venus-CBFb-SMMHC, uHTS | AID 1434, 2008 | Cerulean-Runt/Venus-CBFb-SMMHC FRET ratio 530/480, 1 h | inhibition, % at 20 µM | 0.74% of 220,000 active | Runt-related transcription factor 1 (Homo sapiens) + Core-binding factor subunit beta …;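 active = mean inhibition across duplicate retests at 20 µM reaching about 50%, limit read from the data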;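 also: 0% = DMSO wells and 100% = wells with excess untagged CBFb-SMMHC; inhibitors lower the FRET ratio by blocking Runt binding to CBFb-SMMHC; some results filed as inactive read as strong as hits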
L929 necroptosis – inhibitors of zVAD-triggered necroptosis, primary screen, L929 cells; 0.38% of 220,000 active; L929 zVAD necroptosis rescue, ATP luminescence, 24 h; with zVAD 60 µM; viability rescue, % at 10 µM;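 active = activation, scaled between plate controls, above about 75%, limit read from the data; inactive = activation under that limit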;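 also: 0% = zVAD with DMSO and 100% = DMSO alone without zVAD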
An asterisk follows results filed as active; nt = no result given; [ ] = another dose, or the depositor's remark.

Compound,L929 necroptosis,EBV gp42 block,Tb hexokinase,Runt-SMMHC FRET,Runt-CBFb FRET,p47phox inh,MDM2 E3 inh,14-3-3 Bad inh,Hck Nef HTS
C/C(=N\OCc1nc2ccccc2c(=O)n1/N=C/c1cc(C)cc([N+](=O)[O-])c1O)c1ccccc1,2.0,-12,-3,10,25,-20,-9,9,35
Cc1ccc(-c2c[n+](CC(=O)Nc3nc(-c4ccccc4)cs3)c3n2CCC3)cc1,-0.3,-10,0,0,-2,-18,-13,9,26
CCCCN(C)Cc1c(C)[nH]c2ccc(Cl)cc2c1=O,-0.2,-20,-10,-10,-4,13,-9,2,1
COc1ccc(-c2cc(=O)oc3c(C)c(OC(=O)c4cccs4)ccc23)cc1,0.5,-12,14,4,4,12,-25,24,17
CC1=NNC(=O)C1C(c1ccc(Cl)cc1)C(C#N)C#N (configuration not stated),0.0,3,-10,0,4,-8,-7,-5,23
Cc1cc(NC(=O)c2cc(-c3cccs3)on2)nn1Cc1ccc(Cl)cc1,0.2,-22,1,3,-2,-16,-14,1,0
Cc1ccccc1NC(=O)CSc1nnc(C)c(=O)[nH]1,6.4,-7,2,2,0,6,6,-8,21
COc1ccc(C)cc1NC(=O)CSc1ccc(-c2cccnc2)nn1,4.7,-9,-3,2,-1,-12,-5,-6,-35
CCN(CC)S(=O)(=O)c1ccc(N2CCCC2)c(NS(=O)(=O)c2cccs2)c1,1.1,4,6,-4,1,3,-4,-10,15
CCc1nnc(NS(=O)(=O)c2ccc(N=Cc3c(C)[nH]n(-c4ccc(C)c(C)c4)c3=O)cc2)s1,-1.4,4,-15,-6,-6,-2,-12,0,0
CNC(=S)N1CCN(c2cccc(OC)c2)CC1,-0.2,-19,-3,-8,-3,-7,-8,-7,1
Cc1ccc(/C=C/C(=O)O)cc1S(=O)(=O)N(C)CCO,0.2,-12,5,4,-1,-14,-11,5,1
COc1ccc(Cc2nc3c4c(ncn3n2)Oc2c(ccc3ccccc23)C4c2ccc(OC)c(OC)c2)cc1 (configuration not stated),2.3,-4,-16,-1,-4,1,-7,-3,2
C(#Cc1ccccc1)Cn1nnc2ccccc21,0.0,-17,-7,3,1,5,-4,-1,0
N#CCC(=O)Nc1ccc(C(=O)OCC(=O)Nc2ccccc2Sc2ccccc2)cc1,42,-13,3,-2,-5,-91,-6,-14,19
Cn1c(N)c(C(=O)COC(=O)c2ccc([N+](=O)[O-])o2)c(=O)n(C)c1=O,-0.9,-7,-18,2,-1,-2,-4,7,5
CCOC(=O)C1=C(O)C(=O)NC(c2ccccc2)=C(OC2CCCCC2)C1,1.3,-8,6,-12,-6,-12,-7,7,2
Cc1csc(C(=O)O)c1-n1cccc1,0.1,-21,4,3,1,-9,12,-6,-1
CCC(C)(C)c1ccc(Oc2ccc(N)cc2)cc1,0.0,-9,10,-2,1,-5,-37,-2,18
COc1ccc(-c2cc(C(=O)Nc3c(C)nn(Cc4ccccc4Cl)c3C)no2)cc1OC,0.8,3,-14,1,-3,-15,-12,5,0

In a second layout: results already given.
Every second line gives: L929 necroptosis, EBV gp42 block, Tb hexokinase, Runt-SMMHC FRET, Runt-CBFb FRET, p47phox inh, MDM2 E3 inh, 14-3-3 Bad inh, Hck Nef HTS
> Cc1ccccc1NC(=O)CSc1nnc(C)c(=O)[nH]1
  6.4, -7, 2, 2, 0, 6, 6, -8, 21
> COc1ccc(C)cc1NC(=O)CSc1ccc(-c2cccnc2)nn1
  4.7, -9, -3, 2, -1, -12, -5, -6, -35

More entries follow:
Compound,L929 necroptosis,EBV gp42 block,Tb hexokinase,Runt-SMMHC FRET,Runt-CBFb FRET,p47phox inh,MDM2 E3 inh,14-3-3 Bad inh,Hck Nef HTS
COc1ccc(O)c(-c2cc(C(F)(F)C(F)F)nc(-c3ccccc3)n2)c1,-0.2,-8,-6,3,1,3,-16,-5,0
CSc1cccc(NC(=S)Nc2ccc(F)cc2)c1,-1.0,-10,-3,4,2,-20,-12,-3,-16
COc1cccc(-n2cnc3sc(C)cc3c2=O)c1,0.2,-6,-5,4,0,-2,-4,-6,19
Cc1onc(-c2ccccc2Cl)c1C(=O)Nc1ccccc1C(N)=O,0.0,-22,1,2,0,-4,2,-4,0
COc1ccc(-c2c[n+]3c(n2-c2c(C)n(C)n(-c4ccccc4)c2=O)CCCCC3)cc1,2.0,-11,3,-2,0,-8,16,-7,-12
Cc1ccc(-c2nn(-c3ccccc3)cc2C(=O)N2CCOCC2)cc1C,-0.1,4,-9,36,-3,18,-4,-6,-25
O=C(c1ccc(Cl)cc1)N1CCN(C(=O)c2ccco2)CC1,1.5,-8,11,0,-1,8,-16,1,0
COc1cc(CCCN2C(=S)NC[C@@H]2c2ccccc2)cc(OC)c1OC,-0.8,-9,-8,4,0,2,nt,-2,-18
NC(=O)C1CCCN(C(=S)Nc2cccc3ccccc23)C1 (configuration not stated),0.6,-2,1,4,3,-10,-5,-7[fluorescence artefact?],1
C=C1CCN(C(Cc2ccccc2)C(=O)OC)S(=O)(=O)c2ccc(F)cc21 (configuration not stated),0.4,-10,-9,2,-1,-15,14,-4,18
COc1ccc2cc(CN(CC3CCCO3)S(=O)(=O)c3ccccc3Cl)c(=O)[nH]c2c1 (configuration not stated),-0.8,-15,-27,-5,0,-5,18,6,4
O=C(COc1ccc(/C=N/NC(=O)c2ccc(O)cc2)cc1)Nc1cccc([N+](=O)[O-])c1,1.0,-1,-26,-41,1,-64,-2,54,45
CCOC(=O)N/N=C/c1ccc(N(CC)CC)cc1O,4.4,-12,-49,1,2,-5,0,10[fluorescence artefact?],7
Cc1cccc(Cn2c(SCCO)nc3c2c(=O)n(C)c(=O)n3C)c1,0.0,-8,-6,-1,1,0,-35,3[fluorescence artefact?],-1
Cc1ccc(S(=O)(=O)N2CCN(C(=O)c3ccccn3)CC2)c(C)c1,0.2,-12,-1,1,-2,-11,-8,-3,22
O=C(c1ccc(O)cc1)c1ccc(O)cc1O,0.9,13,-64,1,0,-3,nt,-9,46
Cc1ccc(OCC(=O)N/N=C2\CCOc3c(C)cccc32)cc1,0.6,-9,-4,-5,-2,-2,-5,-7,-2
CCc1nc(N)c(C#N)c(-c2ccncc2)c1C,0.1,-5,-14,3,-4,-1,-2,-4,3
Cc1cccc(NC(=O)CSc2nnc(C)c(=O)n2N)c1C,-0.8,-3,-7,-1,1,-10,-6,8,1
Cn1c(=O)c2[nH]c(-c3cccnc3)nc2n(C)c1=O,1.3,-9,-24,-6,-3,0,2,-3,6

Laid out differently: entries from further up
Every second line gives: L929 necroptosis | EBV gp42 block | Tb hexokinase | Runt-SMMHC FRET | Runt-CBFb FRET | p47phox inh | MDM2 E3 inh | 14-3-3 Bad inh | Hck Nef HTS
Cc1ccc(S(=O)(=O)N2CCN(C(=O)c3ccccn3)CC2)c(C)c1
 : 0.2 | -12 | -1 | 1 | -2 | -11 | -8 | -3 | 22
CCc1nc(N)c(C#N)c(-c2ccncc2)c1C
 : 0.1 | -5 | -14 | 3 | -4 | -1 | -2 | -4 | 3

Later entries.
Compound,L929 necroptosis,EBV gp42 block,Tb hexokinase,Runt-SMMHC FRET,Runt-CBFb FRET,p47phox inh,MDM2 E3 inh,14-3-3 Bad inh,Hck Nef HTS
Cc1cc(C)c(C#N)c(N2CCN(Cc3ccc4c(c3)OCO4)CC2)n1,0.2,-8,1,-3,-1,-7,-15,4,4
CCSc1nc(N2CCOCC2)c2c(c1C#N)CC(C)(C)N(C)C2,0.2,-2,-17,91*,95*,-5,-9,-8,0
COc1ccc(OC)c(NC(=O)N2CCCC(CNS(=O)(=O)c3cccs3)C2)c1 (configuration not stated),2.8,-11,-1,-1,6,2,-11,-9,19
COCC(=O)N1CCN(c2ccc([N+](=O)[O-])cc2)CC1,-0.1,-25,-11,-5,-2,-12,-2,-11,0
CCN(C(=O)COC(=O)CNS(=O)(=O)c1ccccc1)c1ccccc1,-0.4,-5,10,6,0,-5,-10,3,11
CCCC(=O)NCCc1cc2cc(C)c(C)cc2[nH]c1=O,0.0,-11,-14,-3,-3,3,-13,5,-10
O=C(N/N=C/c1ccccn1)c1c[nH]c2ccccc12,58,-1,-81,1,0,-10,-17,-6,5
Cc1ccc(Cl)c(OC(=O)c2ccc(N3CCOCC3)c([N+](=O)[O-])c2)c1,0.5,2,-11,1,-5,-6,-8,3,0
COc1cccc(CNc2nc3nc(C)cc(C)n3n2)c1,0.1,-5,-3,3,-1,-5,-6,-7,-1
C/C(=N\NC(=O)c1cc(C)nc2ccccc12)c1ccco1,0.0,-8,-2,-2,-3,-8,-5,-1,-12
O=C(CCC1CC(=O)Nc2ccccc21)NCc1ccccc1 (configuration not stated),0.0,-4,-8,4,2,-13,6,-10,3
CN(C)c1ccc(/C=N/c2cc(-c3ccccc3)nn2-c2ccccc2)cc1,1.0,-20,-6,-12,0,-14,-29,8,-15
COc1ccc(C2CC(O)(c3ccccc3)Oc3cc(OC)cc(OC)c32)cc1 (configuration not stated),-0.1,4,8,4,2,7,-16,-6,5

Part of the list above in order of length of the SMILES, low to high:
Compound,L929 necroptosis,EBV gp42 block,Tb hexokinase,Runt-SMMHC FRET,Runt-CBFb FRET,p47phox inh,MDM2 E3 inh,14-3-3 Bad inh,Hck Nef HTS
CNC(=S)N1CCN(c2cccc(OC)c2)CC1,-0.2,-19,-3,-8,-3,-7,-8,-7,1
Cc1ccccc1NC(=O)CSc1nnc(C)c(=O)[nH]1,6.4,-7,2,2,0,6,6,-8,21
O=C(c1ccc(Cl)cc1)N1CCN(C(=O)c2ccco2)CC1,1.5,-8,11,0,-1,8,-16,1,0
Cc1ccc(-c2nn(-c3ccccc3)cc2C(=O)N2CCOCC2)cc1C,-0.1,4,-9,36,-3,18,-4,-6,-25
COc1ccc(OC)c(NC(=O)N2CCCC(CNS(=O)(=O)c3cccs3)C2)c1 (configuration not stated),2.8,-11,-1,-1,6,2,-11,-9,19

Only Hck Nef HTS, for some of the entries so far:
SMILES,Hck Nef HTS
N#CCC(=O)Nc1ccc(C(=O)OCC(=O)Nc2ccccc2Sc2ccccc2)cc1,19
Cn1c(N)c(C(=O)COC(=O)c2ccc([N+](=O)[O-])o2)c(=O)n(C)c1=O,5

Screening data as filed in PubChem.
